Assay outcomes deposited in PubChem by National Center for Advancing Translational Sciences (NCATS).
RGS12 GoLoco inh: blocks human Gai1 binding to RGS12 GoLoco peptide, red readout. P63096. Gai1:RGS12 GoLoco peptide FP, rhodamine, 10 min. Potency, µM (series often up to 61.6 µM), for the others: at the highest dose activity, negative = inhibition, actives largely listed as inhibitors. 230,000 compounds, 0.44% hits. AID 880; active = well fitted inhibition curve with a large enough effect, not every such curve was filed as active; inactive = no such curve, though single readings can be large or run the other way; also: % is scaled to controls: 0 for no effect and ±100 for the full control effect; nearly all actives have a fitted effect of over 30% in size; many of its hits are not listed in these tables
Target sequence (P63096 whole entry, looked up): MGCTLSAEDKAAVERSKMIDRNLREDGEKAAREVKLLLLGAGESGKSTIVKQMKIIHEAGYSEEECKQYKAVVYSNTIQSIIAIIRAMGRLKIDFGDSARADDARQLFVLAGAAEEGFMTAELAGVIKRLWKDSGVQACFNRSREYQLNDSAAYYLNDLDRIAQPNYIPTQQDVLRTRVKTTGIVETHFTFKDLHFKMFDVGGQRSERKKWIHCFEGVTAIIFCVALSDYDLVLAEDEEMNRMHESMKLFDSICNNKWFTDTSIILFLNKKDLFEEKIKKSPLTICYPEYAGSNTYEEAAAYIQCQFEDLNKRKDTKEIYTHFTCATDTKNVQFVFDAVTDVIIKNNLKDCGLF
SMN2 splice enh: enhancers of SMN2 splice variant expression | HEK293 SMN2-luciferase splicing reporter, luminescence, 30-36 h | Potency, µM (series often up to 46.1 µM), without a hit: at the top dose activity change, positive = activation, actives largely listed as activators | 210,000 compounds, 2.8% hits | AID 1458; also: % of control where 0% means no effect; nearly all actives have a fitted effect of over 55% in size
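HEK293 cells carry an SMN2 […]–luciferase reporter in which exon 7 inclusion puts luciferase in frame. Cells were plated 10-12 h before compound addition, then incubated 30-36 h at 37C. ONE-Glo luminescence was read; sodium butyrate at 4.5 mM final served as control.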
IMPase Li cell: cell-permeable IMPase inhibitors with lithium potentiation; CHO-M1 cells, IP1 TR-FRET (IP-One), carbachol + lithium; Potency, µM (top dose mostly 59.4 µM), for inactives: top-dose activity, negative = IMPase inhibition, usual class: inhibitors; 210,000 compounds, 0.35% hits;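 also: IP1 builds up when IMPase is blocked and the TR-FRET signal falls; plate controls were basal vehicle for no effect and high inhibitor control for full effect; nearly all actives have a fitted effect of over 50% in size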
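CHO-M1, 2000 cells/well, 16–30 h culture; cpd + low Li+, 30 min 37C; lysis with d2-IP1/Eu-anti-IP1 Ab, 10 min RT; TR-FRET 665/620 ratio and 620 channel; AC50 via Hill.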
Epigenetic derep: regulators of epigenetic silencing causing reporter derepression in mouse cells. murine LDR cells, GFP reporter derepression, 30 h. Potency, µM (highest dose often 53.9 µM), for inactives: at the highest dose GFP activation, most hits filed as activators. 280,000 compounds, 0.2% hits; also: % of control where 0% means no effect; nearly all actives have a fitted effect of over 60% in size
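Murine LDR cells carrying a silenced, genomically integrated CMV-driven GFP reporter were exposed to compound for 30 hours at 37 C. After PBS washes, GFP-positive cells (20–120 um objects) were counted by laser-scanning microplate cytometry.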
NPSR antag: blocks cAMP signaling of the human neuropeptide S receptor. AID 1461. CHO-NPSR cells, cAMP TR-FRET, antagonist mode. 220,000 compounds, 1% hits. Q6W5P4. Potency, µM (titrated, usually from 38.3 µM), for inactives: top-dose activity change, negative = inhibition, hits mostly inhibitors; also: % is scaled to controls: 0 for no effect and ±100 for the full control effect; nearly all actives have a fitted effect of over 50% in size; many of its hits are not listed in these tables
JMJD2E inh: JMJD2E (human) inhibition | JMJD2E catalytic domain, FDH-coupled NADH fluorescence (FDH is formaldehyde dehydrogenase) | Potency, µM (highest dose often 57.1 µM), inactives show at the highest dose activity change, negative = inhibition, usual class: inhibitors | 230,000 compounds, 1.6% hits | AID 2147 | B2RXH2; active = well fitted inhibition curve with a large enough effect, not every such curve was filed as active; inconclusive = small, poorly fitted or top-dose-only effect, or another doubt; inactive = no such curve, though single readings can be large or run the other way;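 also: 0% = wells with enzyme and -100% = buffer wells without enzyme; nearly all actives have a fitted effect of over 50% in size; many of its hits are not listed in these tables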
RECQ1 inh: inhibitors of human RECQ1 DNA helicase; P46063; RECQ1 DNA unwinding, red fluorescence kinetic read; Potency, µM (titrated, usually from 57.3 µM), for inactives: top-dose activity, negative = inhibition, actives largely listed as inhibitors; 240,000 compounds, 0.54% hits;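 also: plate controls were vehicle for no effect and no enzyme for full effect; nearly all actives have a fitted effect of over 30% in size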
Target sequence (P46063 whole entry, looked up): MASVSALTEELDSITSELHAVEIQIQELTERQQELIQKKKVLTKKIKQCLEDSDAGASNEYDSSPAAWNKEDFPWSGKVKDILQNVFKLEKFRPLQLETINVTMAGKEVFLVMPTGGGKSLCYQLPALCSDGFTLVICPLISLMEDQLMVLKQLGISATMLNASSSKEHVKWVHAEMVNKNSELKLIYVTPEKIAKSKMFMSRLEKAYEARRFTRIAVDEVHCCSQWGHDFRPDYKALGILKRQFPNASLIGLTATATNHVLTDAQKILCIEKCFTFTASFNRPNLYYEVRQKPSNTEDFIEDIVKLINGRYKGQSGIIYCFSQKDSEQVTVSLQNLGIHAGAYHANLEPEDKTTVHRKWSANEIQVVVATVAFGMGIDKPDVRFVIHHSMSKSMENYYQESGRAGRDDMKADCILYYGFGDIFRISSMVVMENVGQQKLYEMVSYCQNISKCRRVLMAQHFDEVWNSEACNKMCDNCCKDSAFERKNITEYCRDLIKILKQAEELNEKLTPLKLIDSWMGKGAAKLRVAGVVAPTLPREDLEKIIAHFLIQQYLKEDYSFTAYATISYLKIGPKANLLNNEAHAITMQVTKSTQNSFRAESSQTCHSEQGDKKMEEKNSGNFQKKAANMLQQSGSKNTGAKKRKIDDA
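RECQ1T1 50 nM; forked duplex (20 bp + 30-nt ss tails) 200 nM, ATP 2 mM final; pH 8.0, 2 mM MgCl2, 2.5 ug/ml poly(dI-dC); 15 min compound preincubation; discontinuous kinetic read over 2 h at RT.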
Luc counter: Kinase-Glo luciferase inhibition (counter-screen). Q27757. AID 1379. 200,000 compounds, 0.28% hits. Kinase-Glo luciferase, ATP luminescence, 8 min. Potency, µM (titrated, usually from 38.3 µM), without a hit: at the top dose activity change, negative = inhibition, most hits filed as inhibitors; also: % is scaled to controls: 0 for no effect and ±100 for the full control effect; nearly all actives have a fitted effect of over 60% in size
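Kinase-Glo luciferase light output from ATP and luciferin was measured with 10 uM ATP, within the enzyme's linear range. Buffer: 50 mM imidazole pH 7.2, 50 mM KCl, 7 mM MgCl2, 0.01% Tween 20, 0.05% BSA; luminescence read after 8 min at ambient temperature.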
* = called active by the depositor; i = inactive; u = inconclusive; x = not tested or not shown; & = joins results of further samples; [ ] = dose if it differs, or a comment. Unless noted, calls follow the shape of the dose curve; as a rule, active = well fitted curve in the direction sought with a large enough effect; inconclusive = small, poorly fitted or top-dose-only effect, or another doubt; inactive = no such curve, though single readings can be large; an effect the other way counts as inactive or inconclusive. Potency is read from the fitted curve at half-maximal effect. Not all compounds are listed; count on the stated rates, not on these rows.

Assay codes: A = RGS12 GoLoco inh; B = SMN2 splice enh; C = IMPase Li cell; D = Epigenetic derep; E = NPSR antag; F = JMJD2E inh; G = RECQ1 inh; H = Luc counter
CCOC(=O)c1c(C)n(CCNC(C)=O)c2ccc(OC)cc12
  A: 9%; B: -17%; C: 18%[38.3 µM]; D: 0.0%; E: 0%[46.1 µM]; F: 5%; G: -9%; H: 17%
CCC1CCC(C(=O)NNC(=O)c2cc(-c3ccco3)[nH]n2)CC1 (stereo not given)
  A: 11%; B: -2%; C: -13%; D: -0.2%; E: 7%; F: -2%; G: i; H: 1%
CCN(CC(=O)Nc1ccc(N2CCOCC2)cc1)C(=O)c1ccc(C#N)cc1
  A: 3%; B: -1%; C: 4%; D: -0.1%; E: 5%; F: 4%; G: i; H: 1%
Nc1nc(C(F)(F)F)c(Br)c(=O)n1N
  A: 5%; B: 3%; C: -2%; D: 3.3%; E: 5%; F: 6%; G: -16%; H: -3%
Cc1cc(C)nc(NS(=O)(=O)c2ccc(NC(=O)c3ccc(N4C(=O)CCC4=O)cc3)cc2)n1
  A: 23%; B: 3%; C: -11%; D: -1.5%; E: 7%; F: -2%; G: 0%; H: -3%
CC1=CC2CC1C1C(=O)N(c3ccc(S(=O)(=O)Nc4nc(C)cc(C)n4)cc3)C(=O)C21 (stereo not given)
  A: 3%; B: 7%; C: -6%; D: -1.1%; E: 5%; F: u; G: i; H: 2%
CC1CCCC(C)N1CCNC(=O)Nc1ccc(Cl)cc1 (stereo not given)
  A: 2%; B: -21%; C: 9%[38.3 µM]; D: -3.0%; E: 8%[46.1 µM]; F: 9%; G: -6%; H: -3%
COc1cccc2cc(-c3ccnc(N)n3)oc12
  A: 4%; B: x; C: u; D: -2.7%; E: 10%; F: u; G: -11%; H: u
O=C(N1CCCCC1)C1(c2ccccc2)CCOCC1
  A: 9%; B: 11%; C: -9%[38.3 µM]; D: -2.4%; E: u; F: 9%; G: -1%; H: 3%
O=C1/C(=C/c2cccnc2)Sc2ccccc21
  A: 8%; B: -2%; C: 7%[38.3 µM]; D: 0.0%; E: 14%[46.1 µM]; F: -5%; G: -4%; H: -13%
Cc1ccc(S(=O)(=O)Nc2ccc(N(C)S(=O)(=O)c3ccc(C)cc3)cc2)cc1
  A: 1%; B: x; C: x; D: 0.0%; E: 60%; F: -13%; G: -11%; H: x
CC1(c2nnc(-c3ccncc3)o2)CC(c2ccc([N+](=O)[O-])cc2)=NO1 (stereo not given)
  A: 4%; B: x; C: x; D: 7.3%; E: 7%; F: 2%; G: 38%[activator]; H: x
CC(C)(C)Cc1nc(-c2ccccn2)no1
  A: 9%; B: u; C: 6%[38.3 µM]; D: 1.1%; E: -6%[46.1 µM]; F: 7%; G: i; H: 0%
O=C(Nc1ccccc1C(=O)NCc1ccccc1)c1ccco1
  A: -4%; B: -3%; C: -4%[38.3 µM]; D: -0.8%; E: -3%[46.1 µM]; F: -5%; G: -13%; H: -1%
CCCNC(=S)NC1CC2CCC(C1)N2Cc1ccccc1 (stereo not given)
  A: -4%; B: 7%; C: 24%[38.3 µM]; D: -1.1%; E: -3%[46.1 µM]; F: -1%; G: 5%; H: -1%

The closing 2 compounds of the section before are carried over, then new ones follow.
Assay codes: A = RGS12 GoLoco inh; B = SMN2 splice enh; C = IMPase Li cell; D = Epigenetic derep; E = NPSR antag; F = JMJD2E inh; G = RECQ1 inh; H = Luc counter
O=C(Nc1ccccc1C(=O)NCc1ccccc1)c1ccco1
  A: -4%; B: -3%; C: -4%[38.3 µM]; D: -0.8%; E: -3%[46.1 µM]; F: -5%; G: -13%; H: -1%
CCCNC(=S)NC1CC2CCC(C1)N2Cc1ccccc1 (stereo not given)
  A: -4%; B: 7%; C: 24%[38.3 µM]; D: -1.1%; E: -3%[46.1 µM]; F: -1%; G: 5%; H: -1%
COC(=O)CN(c1cccc(C(C)=O)c1)S(C)(=O)=O
  A: 0%; B: 11%; C: 13%[38.3 µM]; D: 0.9%; E: 2%[46.1 µM]; F: -4%; G: -11%; H: -1%
COC(=O)/C=C1/N/C(=N\c2nc(C)cc(C)n2)N(c2ccccc2)C1=O
  A: 3%; B: 5%; C: -2%; D: 0.0%; E: -13%; F: 5%; G: -4%; H: -3%
O=C(Nc1cccc(-c2nc3cc(Cl)ccc3o2)c1)C1CCCO1 (stereo not given)
  A: 12%; B: 25µM*; C: 23%[38.3 µM]; D: -1.0%; E: -13%[46.1 µM]; F: u; G: i; H: -2%
COc1cc(/C=C(\CC(=O)O)c2nc3ccccc3s2)cc(OC)c1O
  A: -16%; B: 6%; C: -8%; D: 0.6%; E: -28%; F: u; G: 8%; H: -1%
CC1CCCC(NC(=O)CSc2ncccc2C(=O)O)C1C (stereo not given)
  A: 3%; B: 4%; C: 11%[38.3 µM]; D: 0.0%; E: 5%[46.1 µM]; F: -6%; G: -10%; H: 0%
O=C(NCc1cccs1)c1cccc(Nc2nc3ccc(Br)cc3[nH]2)c1
  A: -3%; B: 4%; C: -1%; D: -0.9%; E: -22%[46.1 µM]; F: -24%; G: -12%; H: 6%
O=C(Cn1c(=O)[nH]c2ccsc2c1=O)N1CCN(c2ccc(F)cc2)CC1
  A: 3%; B: 11%; C: 4%; D: 2.0%; E: -3%[46.1 µM]; F: 11%; G: -4%; H: 0%
COc1ccc(N(CC(=O)Nc2cccc(C(=O)O)c2)S(=O)(=O)c2c(C)noc2C)cc1
  A: 10%; B: 2%; C: 3%[38.3 µM]; D: -0.9%; E: 0%[46.1 µM]; F: 3%; G: -10%; H: 0%
Cc1nnc(SCC(=O)Nc2ccc(S(=O)(=O)N3CCCC3)cc2)n1N
  A: -7%; B: 7%; C: 59%[activator][38.3 µM]; D: 6.1%; E: -8%[46.1 µM]; F: -18%; G: i; H: 0%
CC(C)(C)C(=O)NC1(C(F)(F)F)NC(=O)N(Cc2ccccc2)C1=O (stereo not given)
  A: 1%; B: x; C: x; D: -1.0%; E: 13%; F: 6%; G: -3%; H: x
CCC(=O)n1nc(-c2ccc(OC)cc2)nc1SC
  A: 3%; B: u; C: 1%; D: -7.5%; E: 20%[46.1 µM]; F: -1%; G: -1%; H: -5%
O=c1c2ccccc2c2ccccc2c(=O)n1-c1cc2c3ccccc3ccc2c2ccccc12
  A: 4%[14.2 µM]; B: -11%[9.22 µM]; C: -2%; D: x; E: x; F: x; G: x; H: -2%[7.66 µM]
N#Cc1c(-c2ccc(Cl)cc2)ccn2nc(CCC(=O)O)nc12
  A: -3%; B: -2%; C: -15%[38.3 µM]; D: 0.0%; E: -4%[46.1 µM]; F: 10%; G: 3%; H: -3%
COc1ccc(-c2cc3nc4n(c(=O)c3s2)CCC4)cc1
  A: 14%; B: 0.63µM*; C: -6%[38.3 µM]; D: -1.0%; E: 7%[46.1 µM]; F: u; G: -1%; H: u
COc1cc2nc(C3CCC3)nc(N3CCN(c4ccccn4)CC3)c2cc1OC
  A: 9%; B: 11%; C: 23%; D: -6.1%; E: -16%; F: u; G: -21%; H: 1%
Cc1ccc(OCCSc2nnc(C)c(=O)n2N)cc1
  A: -4%; B: -16%; C: -4%; D: 3.0%; E: 5%; F: -9%; G: -5%; H: 4%
COc1ccccc1C(=O)NC(=S)Nc1ccc(NC(=O)c2cccs2)cc1
  A: 15%; B: -48%[inhibitor]; C: -7%; D: -1.9%; E: -6%; F: 7%; G: i; H: 0%
COc1ccc(N(CC(=O)N2CCC(Cc3ccccc3)CC2)S(C)(=O)=O)cc1
  A: 4%; B: x; C: 10%; D: -1.1%; E: 32%; F: 14%; G: -12%; H: 2%
CCCOc1c(Br)cc(C(N)=O)cc1OCC
  A: -15%; B: 6%; C: 1%; D: -2.3%; E: -3%; F: -5%; G: i; H: 1%
COc1cccc(N(Cc2nnc3n2CCCCC3)C(=O)Nc2ccccc2)c1
  A: 1%; B: 0%; C: 2%; D: -1.1%&20%; E: 12%; F: 4%; G: i; H: 5%
CC(C)CCn1c(=O)c2ccccc2n2c(COC(=O)c3ccc(S(=O)(=O)N(C)C)cc3)nnc12
  A: 8%; B: 3%; C: -10%[38.3 µM]; D: u; E: -29%[46.1 µM]; F: 11%; G: -6%; H: 8%
CC1CCC(C(=O)NC(C(=O)NCc2cccnc2)C(C)C)CC1 (stereo not given)
  A: 9%; B: -8%; C: 0%[38.3 µM]; D: u; E: -3%[46.1 µM]; F: 2%; G: -11%; H: -6%
COc1cccc(OC)c1C(=O)Nc1nnc(-c2cccs2)s1
  A: 8%; B: x; C: -10%; D: 9.5%; E: 21%; F: u; G: -6%; H: 1%
O=C(CN1CCSCC1)c1c[nH]c2ccccc12
  A: 3%; B: 4%; C: 18%[38.3 µM]; D: 0.7%; E: -6%[46.1 µM]; F: 4%; G: -2%; H: 3%
O=C(CCC(=O)OCC(F)(F)C(F)F)Nc1ccccc1F
  A: -12%; B: 26%; C: -11%; D: 4.1%; E: 9%; F: -5%; G: -3%; H: 7%
CCC(C)n1c(-c2cc(OC)c(OC)c(OC)c2)nc2nc3ccccc3nc21 (stereo not given)
  A: 4%; B: u; C: -1%[38.3 µM]; D: -1.0%; E: u; F: u; G: -11%; H: -4%
O=S(=O)(NCc1csc(-c2cccs2)n1)c1cccs1
  A: -27%; B: x; C: x; D: -1.4%; E: 6%[7.67 µM]; F: u; G: 10%; H: x
N#Cc1cc(-c2ccccc2)cnc1Sc1ccccc1
  A: -2%; B: 6%; C: 12%[38.3 µM]; D: 1.6%; E: -26%[46.1 µM]; F: u; G: -10%; H: -4%
O=C(CCC(=O)c1cccs1)Nc1nnc(C2CC2)s1
  A: 13%; B: 34%; C: 26%[38.3 µM]; D: -0.1%; E: -4%[46.1 µM]; F: 0%; G: -10%; H: -2%
ONC(=Nc1ccccc1)c1ccccc1Cl
  A: -3%; B: 0%; C: -1%[38.3 µM]; D: -1.9%; E: -10%[46.1 µM]; F: 2%; G: i; H: 1%
CC(/C=C/c1ccco1)=N\NC(=O)c1cccc(Cl)c1
  A: -4%; B: 1%; C: -2%; D: 0.0%; E: -13%[46.1 µM]; F: 4%; G: -13%; H: 2%
CSc1ccc(S(=O)(=O)Nc2ccc(OCC(=O)N3CCOCC3)cc2)cc1
  A: 11%; B: 8%; C: 2%; D: -3.0%; E: -1%; F: -36%; G: 16%; H: 1%
